POLK inh: DNA polymerase kappa (human) inhibition. purified Pol kappa, fluorescent DNA synthesis assay, 10 min. Potency, µM (highest dose often 107 µM), without a hit: at the highest dose activity, negative = inhibition, most hits filed as inhibitors. 400,000 tested, 0.53% active. AID 588579; further: on the % scale 0 is the no-effect control and ±100 the full control effect
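Activity was followed as the change in fluorescence between reads at 0 and 10 min after starting the reaction with 50 nM substrate. Beforehand, 10 nM polymerase had been preincubated with compound for 15 min at room temperature.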
Pol iota inh: inhibitors of human DNA polymerase iota; Q9UNA4; Pol iota fluorescent replication assay, 10 min; Potency, µM (doses to about 115 µM), inactives show at the top dose activity, negative = inhibition, usual class: inhibitors; 390,000 tested, 1% active
Target sequence (Q9UNA4 whole entry, looked up): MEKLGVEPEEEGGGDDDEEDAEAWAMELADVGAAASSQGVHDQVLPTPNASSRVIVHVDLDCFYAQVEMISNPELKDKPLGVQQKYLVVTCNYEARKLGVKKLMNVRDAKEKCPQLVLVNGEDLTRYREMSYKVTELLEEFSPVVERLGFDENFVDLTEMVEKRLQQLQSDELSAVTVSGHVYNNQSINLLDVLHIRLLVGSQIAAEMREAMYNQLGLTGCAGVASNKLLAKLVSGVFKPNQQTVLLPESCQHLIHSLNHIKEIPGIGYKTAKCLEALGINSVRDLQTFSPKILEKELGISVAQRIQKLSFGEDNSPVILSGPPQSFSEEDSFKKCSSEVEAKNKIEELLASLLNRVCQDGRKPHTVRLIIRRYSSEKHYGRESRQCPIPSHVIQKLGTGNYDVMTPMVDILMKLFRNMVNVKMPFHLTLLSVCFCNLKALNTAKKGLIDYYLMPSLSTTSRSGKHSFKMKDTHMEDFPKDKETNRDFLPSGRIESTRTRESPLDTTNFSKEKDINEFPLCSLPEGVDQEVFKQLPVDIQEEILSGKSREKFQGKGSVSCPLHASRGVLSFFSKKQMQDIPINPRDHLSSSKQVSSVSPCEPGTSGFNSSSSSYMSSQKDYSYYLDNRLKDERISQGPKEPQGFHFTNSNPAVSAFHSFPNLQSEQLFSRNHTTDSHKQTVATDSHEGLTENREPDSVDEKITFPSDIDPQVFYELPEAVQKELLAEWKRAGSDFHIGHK
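Fluorescent replication assay read twice, at 0 min and 10 min after adding 50 nM (final) substrate. Enzyme (10 nM) and compounds were first incubated 15 min at room temperature; enzyme-free buffer wells were negative controls.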
G9a inh: blocks human histone lysine methyltransferase G9a; Q96KQ7; G9a H3K9 monomethylation, AlphaScreen, 2 h; Potency, µM (titrated, usually from 102 µM), for inactives: top-dose activity, negative = inhibition, hits mostly inhibitors; 350,000 tested, 8.8% active; AID 504332; further: on the % scale 0 is the no-effect control and ±100 the full control effect; nearly all actives have a fitted effect of over 75% in size
Target sequence (Q96KQ7 913-1193 limits assumed): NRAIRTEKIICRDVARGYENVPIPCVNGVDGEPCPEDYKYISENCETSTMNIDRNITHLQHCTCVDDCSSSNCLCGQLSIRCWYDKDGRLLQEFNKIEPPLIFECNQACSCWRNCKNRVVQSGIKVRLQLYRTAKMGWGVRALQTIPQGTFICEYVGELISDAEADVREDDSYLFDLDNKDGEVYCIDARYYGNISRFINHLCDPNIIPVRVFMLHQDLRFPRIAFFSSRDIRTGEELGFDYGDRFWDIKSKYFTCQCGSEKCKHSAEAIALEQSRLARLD
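Using a bead-based AlphaScreen, monomethylated H3K9 product from 2 h room-temperature reactions (G9a 20 nM, peptide 500 nM, SAM 20 uM) was detected with 0.5 ug/mL rabbit anti-H3K9me1 antibody.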
APE1 inh: inhibitors of human APE1 endonuclease | recombinant APE1, TAMRA/BHQ-2 abasic DNA cleavage fluorescence | Potency, µM (series often up to 65.8 µM), inactives show at the highest dose activity change, negative = inhibition, most hits filed as inhibitors | 350,000 tested, 0.35% active;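 further: plate controls were vehicle for no effect and reference inhibitor for full effect; nearly all actives have a fitted effect of over 55% in size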
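APE1 at 0.75 nM final was preincubated with compound 15 min at room temperature, then 50 nM double-stranded THF abasic-site substrate (5'-TAMRA/3'-BHQ-2) was added. Fluorescence (ex 525/em 598 nm) was read kinetically; third-minus-first read gave activity.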
BLM helicase inh: blocks DNA unwinding by human BLM helicase; Potency, µM (top dose mostly 56.1 µM), inactives show at the top dose activity change, negative = inhibition, actives largely listed as inhibitors; recombinant BLM DNA unwinding, fluorescence dequenching; 350,000 tested, 0.2% active; P54132; AID 2528;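 further: plate controls were vehicle for no effect and no enzyme for full effect; nearly all actives have a fitted effect of over 35% in size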
Pol eta inh: blocks human DNA polymerase eta activity. Q9Y253. recombinant Pol eta, fluorescent DNA replication assay. Potency, µM (titrated, usually from 114 µM), inactives show at the highest dose activity change, negative = inhibition, most hits filed as inhibitors. 390,000 tested, 1.2% active. AID 588591; further: on the % scale 0 is the no-effect control and ±100 the full control effect
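Fluorescent replication assay: 50 nM final substrate added after a 15 min room-temperature compound preincubation with 10 nM enzyme. Signal taken at 0 min and again at 10 min.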
BAZ2B inh: BAZ2B (human) inhibition | 360,000 tested, 4.4% active | AID 504333 | AlphaScreen BAZ2B-H3K14Ac peptide displacement | Q9UIF8 | Potency, µM (doses to about 114 µM), for the others: top-dose activity change, negative = inhibition, hits mostly inhibitors; further: on the % scale 0 is the no-effect control and ±100 the full control effect; nearly all actives have a fitted effect of over 60% in size
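Compounds, titrated to a top concentration of 110 uM, were incubated 30 min at room temperature with preformed BAZ2B/acetyl-K14 H3 peptide complex (50 nM each). Proximity signal was measured by AlphaScreen after 20 min with beads.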
POLB inh: inhibitors of human DNA polymerase beta; Pol beta primer extension/strand displacement, fluorescence kinetic; Potency, µM (highest dose often 114 µM), inactives show at the highest dose activity change, negative = inhibition, hits mostly inhibitors; 340,000 tested, 1.3% active; further: on the % scale 0 is the no-effect control and ±100 the full control effect
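10 nM enzyme + cpd, 15 min RT; start with substrate 50 nM final; read 0 min and after 10 min RT. Corrected, normalized data; 4-parameter Hill curve fit.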
Anesthetic bind: binds horse apoferritin like a general anesthetic. Potency, µM (highest dose often 77.5 µM), without a hit: at the top dose activity change, negative = displacement, actives largely listed as inhibitors. 350,000 tested, 0.074% active. P02791. apoferritin/1-aminoanthracene competitive binding, fluorescence; further: on the % scale 0 is the no-effect control and ±100 the full control effect; nearly all actives have a fitted effect of over 20% in size
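Horse-spleen apoferritin (10 uM) in 50% saturated 1-aminoanthracene in PBS was incubated 10 min at room temperature with compound. Fluorescence (ex 380, em 535 nm) was normalized to free and bound 1-AMA, with concentration-response fitted by a four-parameter Hill equation.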
An asterisk follows results filed as active; ? = inconclusive; . = no result given; & = joins results of further samples; [ ] = another dose, or the depositor's remark. The call rests on the fitted dose curve; in most records, active means well fitted curve in the direction sought with a large enough effect; inconclusive means small, poorly fitted or top-dose-only effect, or another doubt; inactive means no such curve, though single readings can be large; an effect the other way counts as inactive or inconclusive. Potency means the concentration at half of the fitted maximal effect. The list is partial; the hit share may differ from the screen's.

SMILES	POLK inh	Pol iota inh	G9a inh	APE1 inh	BLM helicase inh	Pol eta inh	BAZ2B inh	POLB inh	Anesthetic bind
COC(=O)c1ccc(COc2ccccc2/C=N/NS(=O)(=O)c2ccccc2)cc1	-8%	8%	-7%[2.33 µM]	-3%	-8%	-16%	-28%	?	?
CCOC(=O)c1[nH]c2cc(OC)c(OC)cc2c1NC(=O)CCN1CCSCC1	-10%	278%[activator]	.	4%	-4%	3%	-17%	0%	1%
CCn1cc(CN2CCCC(C(=O)c3ccc(-c4ccccc4)c(F)c3)C2)cn1 (stereo unspecified)	2%	26%	?	-10%	-1%	-28%	-19%	7%	-2%
CCOC(=O)N1CCc2c(sc3c2c(=O)n(Cc2ccccc2)c(=O)n3CC(=O)Nc2c(C)cccc2C)C1	-9%	20%	-5%[59 µM]	.	-12%	-9%	-7%	2%	3%
Cc1ccc(NC(=O)c2ccc(NCc3ccc(F)cc3)nc2)cc1	-2%	1%	1%	0%	3%	-21%	-16%	22%	-3%
COc1ccccc1CCC(=O)Nc1cccc(S(=O)(=O)N2CCOCC2)c1	5%	110%[activator]	.	-2%	-4%	-11%	-9%	24%	-5%
O=c1[nH]cnc2c1nc(Cl)n2C1OC(CO)C(O)C1O (stereo unspecified)	-5%[60.1 µM]	.	.	?	-1%	.	.	.	-1%
CC(C)c1cc(N=NC(N)=O)cc(C(C)C)c1O	1%	-9%	-3%	-1%	-2%	-18%	?	2%	?
COc1cccc(C(c2sc3nc(-c4ccco4)nn3c2O)N2CCC3(CC2)OCCO3)c1 (stereo unspecified)	-3%[60.1 µM]	20%	?	.	1%	-16%	-18%	7%	2%
Cc1cc(Br)ccc1NC(=O)CSCc1c(C)noc1C	-6%	-1%	.	9%	.	-9%	.	.	.
CCOC(=O)C1CCN(c2ccc(C(N)=O)cc2[N+](=O)[O-])CC1	-3%	4%	9%	19%	6%	-18%	8%	9%[57.1 µM]	-9%
CN(C(=O)c1cc(C(=O)N(C)c2ccccc2)cc([N+](=O)[O-])c1)c1ccccc1	-21%	10%	16%[0.501 µM]	-1%	5%	-17%	-6%	12%	-13%

5 entries from above in a different format:
molecule | POLK inh | Pol iota inh | G9a inh | APE1 inh | BLM helicase inh | Pol eta inh | BAZ2B inh | POLB inh | Anesthetic bind
Cc1cc(Br)ccc1NC(=O)CSCc1c(C)noc1C | -6% | -1% | . | 9% | . | -9% | . | . | .
CN(C(=O)c1cc(C(=O)N(C)c2ccccc2)cc([N+](=O)[O-])c1)c1ccccc1 | -21% | 10% | 16%[0.501 µM] | -1% | 5% | -17% | -6% | 12% | -13%
COc1cccc(C(c2sc3nc(-c4ccco4)nn3c2O)N2CCC3(CC2)OCCO3)c1 (stereo unspecified) | -3%[60.1 µM] | 20% | ? | . | 1% | -16% | -18% | 7% | 2%
CCOC(=O)C1CCN(c2ccc(C(N)=O)cc2[N+](=O)[O-])CC1 | -3% | 4% | 9% | 19% | 6% | -18% | 8% | 9%[57.1 µM] | -9%
O=c1[nH]cnc2c1nc(Cl)n2C1OC(CO)C(O)C1O (stereo unspecified) | -5%[60.1 µM] | . | . | ? | -1% | . | . | . | -1%

More entries follow:
SMILES	POLK inh	Pol iota inh	G9a inh	APE1 inh	BLM helicase inh	Pol eta inh	BAZ2B inh	POLB inh	Anesthetic bind
COc1cc(Cl)c(NS(=O)(=O)c2c(C(=O)N3CCCC3)c(C)n(C)c2C)c(OC)c1	-2%	41%	9%	36%	0%	-21%	-22%	28%	-8%
CN(Cc1ccccc1)Cc1nc2c(c(=O)n(C)c(=O)n2C)n1Cc1ccc(F)cc1	-2%	17%	?	-1%	-7%	3%	-5%	12%	-11%
Cc1ccc2nc(-c3ccc(-c4ccccn4)s3)cn2c1	-20%	?	?	-3%	-6%	-18%	-7%	40µM*	75%[activator]
CCCCCCOc1ccc(C(CC(=O)O)C(N)=O)cc1 (stereo unspecified)	0%	-2%	0%	3%	0%	2%	9%	6%	?
CC(O)(C#CCN1CCOCC1)c1ccccc1 (stereo unspecified)	-16%	16%	40µM*	0%	-1%	6%	-2%	-3%	0%
Cc1cccc(NC(=O)C2CCN(S(=O)(=O)c3ccc4c(c3)CCCN4C(=O)C3CCC3)CC2)c1	-6%[60.1 µM]	54%[activator]	17%[59 µM]	.	-6%	-16%	7%	-2%	4%
COCCCN(C(=O)CCOc1ccccc1C)c1c(N)n(Cc2ccccc2)c(=O)[nH]c1=O	3%	30%[activator]	?	-6%	.	3%	5%	.	.
COc1cccc(C(=O)N2CCN(c3ncccn3)CC2)c1	-1%	-3%	?	-3%	1%	6%	-22%	6%	-3%
N=c1n(CCCOc2ccc(Br)cc2)c2ccccc2n1CC(N)=O	17%	25%	.	4%	-13%	-5%	-7%	14%	-11%
O=C(Nc1ccccc1)C1=C[C@@H](c2ccc(Br)cc2)C[C@@H](OCCCCO)O1	-13%	-7%	?	?	-11%	-18%	0%	-24%	-21%
CCCCCc1ccc(CC(=O)N2CCOCC2)cc1	-5%	20%	.	-11%	-2%	-19%	8%	6%	?
COc1ccccc1C(=O)OCC(=O)Nc1cccc(S(=O)(=O)N2CCCC2)c1	-1%	27%	?	4%	.	-18%	5%	.	.
CC(=O)Nc1cccc(C(=O)OCc2ccc(C(=O)Oc3ccc(Cl)cc3)cc2)c1	-6%	11%	36%[12.7 µM]	-4%	-1%	-7%	-17%	-14%	-24%
Cc1ccc(NC(=O)CSc2nnc(-c3cccnc3)n2-c2ccc(C)cc2)cc1	-13%	9%	-5%[59 µM]	-2%	2%	-12%	-5%	12%	-2%
O=C(COc1ccc(F)cc1)Nc1nnc(SCc2cc(=O)n3ccccc3n2)s1	-9%[60.1 µM]	-3%	1%[59 µM]	.	-5%	-9%	-3%	-1%	-5%
O=C(C[n+]1cccc(NC(=O)c2ccccc2)c1)c1ccc(NC(=O)c2ccccc2)cc1	-5%	15%	?	2%	40%[activator]	-6%	-2%[57.1 µM]	6%	?
CCN(CC)C(=O)c1sc2c(c1C)c(=O)n(Cc1ccccc1)c(=O)n2CC(=O)Nc1ccc(OC)cc1	-1%[60.1 µM]	-12%	2%[59 µM]	.	-5%	-22%	-4%	?	-9%
CC(C)(C)NC(=O)COC(=O)c1ccccc1C(=O)c1ccccc1	12%	24%	9%	2%	-2%	-4%	-4%	3%	-8%
CC(=O)Nc1ccc(S(=O)(=O)N(C)C2CCN(C)CC2)cc1	-19%	179%[activator]	.	3%	1%	-4%	-8%	39%	-3%
COc1cccc(N2CCN(C(=O)c3cc4c(s3)-c3ccccc3OC4)CC2)c1	?	10%&9%	20%	10%	-8%&-4%	-27%&-8%	-1%&8%	-1%&8%	97%&48%[activator]
Cc1ccccc1OC(C)C(=O)Nc1ccc2c(c1)OCO2 (stereo unspecified)	3%	26%	16%	16%	-2%	-16%	-20%	20%	?
CC(C)CNC(=O)N1c2ccccc2Sc2ccccc21	1%	36%[activator]	21%	0%	0%	-20%	0%	-1%	-1%
COc1cc(OC)cc(C(=O)NCC(=O)OCC(=O)c2cc(OC)ccc2OC)c1	-7%	-4%	23%[59 µM]	5%	-8%	-12%	-21%	8%	0%
CCCCCC(=O)Nc1cccc(C2=NOC3(C2)C[C@@H](C(N)=O)N(C(=O)c2ccc(Cl)cc2)C3)c1 (stereo partly specified)	-10%	?	?	-1%	-13%	-9%	-24%	-17%	?
Cc1csc(NC(=O)c2ccc(S(=O)(=O)N3CCN(C)CC3)cc2)n1	5%	11%	-33%	61%[activator]	-5%	2%	-9%	-19%	-9%
O=S(=O)(/C=C/c1cccc(Br)c1)N1CCOCC1	4%	44%[activator]	0%[59 µM]	16%	-1%	-8%	-3%	42%	-20%
O=c1c2[nH]cnc2n(-c2ccccc2)c(=O)n1Cc1ccccc1	5%	-7%	-8%	6%	2%	4%	-4%	82%	-7%
O=C(NC1CC1)c1ccc(F)cc1Cl	-13%	8%	0%	4%	2%	0%	9%	1%	-6%
Cc1ccc(S(=O)(=O)NCC2CCC(C(=O)NCCCOC(C)C)CC2)cc1 (stereo unspecified)	-5%[60.1 µM]	26%	-2%[59 µM]	4%	2%&4%	-11%	-1%&1%	-26%&2%	3%&-7%
CCOC(=O)C1CCCN(S(=O)(=O)c2cnc(Cl)c(Br)c2)C1 (stereo unspecified)	4%	-5%	7%[59 µM]	86%	-6%	-2%	30%	-1%	-11%
COc1cccc(NS(=O)(=O)c2ccc(NC(C)=O)cc2)c1	-10%	1%[58.9 µM]	-41%[59 µM]	4%	0%	-17%	-4%	0%	3%
Cc1ccc(NC(=O)C(Cc2ccccc2)NC(=O)c2ccco2)cc1 (stereo unspecified)	3%	-29%	?	-1%	-2%	-15%	8%	6%	-13%
COc1ccc(CCN(C)C(=O)c2cccc(S(=O)(=O)NCc3ccccc3)c2)cc1OC	-9%	10%	19%[12.7 µM]	5%	-2%	-15%	-6%	-24%	-3%
COc1ccc(COn2c(=O)c(C)[n+]([O-])c3ccccc32)cc1OC	0%	22%	-9%[2.33 µM]	-3%	-1%	-7%	5%	11%	-5%
CCCCCc1ccc(-c2cn(Cc3ccc(C(=O)c4ccccc4)cc3)nn2)cc1	-4%&-11%	13%&-8%	-10%	13%	5%	5%	8%	-2%	-6%
CCO[C@H]1OC(C(=O)Nc2ccccc2)=C[C@@H](c2ccc(Br)cc2)[C@@H]1CCCO	5%	-2%	2%[12.7 µM]	-6%	-13%	-22%	-11%	2%	-4%
CSc1ccccc1NC(=O)CSc1nncs1	4%	-1%	-4%	1%	-3%	-13%	-8%	-1%	-4%
COc1cccc(CNc2ccc3c(c2)ncn3C(C)C)c1OC	-2%	16%	?	13%	-5%	-17%	?	3%	-9%
COc1ccc(NC(=O)CSCC(=O)Oc2c(OC)cccc2OC)cc1	-6%	45%[activator]	-23%	-15%	.	-6%	1%	.	.
CCc1ccccc1OCCSc1nc(-c2cccs2)nc2cc(=O)[nH]n12	-26%	-17%	8%[59 µM]	.	-5%	?	?	?	-10%
CC(NC(=S)Nc1ccc(F)cc1)c1ccccc1 (stereo unspecified)	-15%	176%[activator]	29%	-14%	-3%	-16%	11%	5%	-10%
O=C(N/N=C/c1c[nH]c2ccccc12)c1cc2ccccc2o1	-2%	4%	27%	-3%	-10%	-15%	-23%	?	30%
CCN(CC)c1ccc(/C=C/c2ccc3ccc(OC)cc3[n+]2CC)cc1	-2%	?	25µM*	1%	2%	-22%	40µM*	-24%	-11%

Screens from PubChem BioAssay.
